Bioassay records from PubChem BioAssay.
PAX8 inh HTS: inhibitors of PAX8 transcriptional activity in RMG-I cells. RMG-I TPO-luciferase reporter, SteadyGlo, 24 h. inhibition, % at 12.6 µM. 360,000 tested, 1.2% active. AID 652154;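 active means mean replicate inhibition at least 60% with every replicate also reaching 60%; inconclusive means only one of the two criteria is met; inactive means mean below 60% and not all replicates reaching 60%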;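 further: luciferase light reporting Pax8 driven TPO promoter activity; plate controls were median of neutral control wells for no effect and mitoxantrone controls for full effect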
Xi reactivation: reactivates the inactive X chromosome in mouse fibroblasts. AID 743238. activation, % at 7.58 µM. 360,000 tested, 0.055% active. XiGFP mouse fibroblasts, % GFP-positive cells imaging, 3 d; cells co-treated with 5-aza-dC sensitizer; scaled so ellipticine positive control = 100%;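 active means mean normalized replicate activation at least 10% and every replicate at or above 10%; inconclusive means only one of the two criteria met; inactive means mean below 10% and not all replicates reach 10%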;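 further: 0% = median of on-plate neutral control wells and 100% = ellipticine 6 µM median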
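Schedule: 3 d treatment, 15 min room-temperature fixation; system: 68-5-11 XiGFP fibroblast line; buffer or medium: DMEM plus 5-aza-dC sensitizer; control set: ellipticine 6 µM positive control; compound: one concentration, pinned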
CFTR F508del cor: correctors of CFTR F508del function in bronchial epithelial cells. activity (quench increase), % at 7.58 µM. 350,000 tested, 0.36% active. CFBE cells, YFP halide quenching; stimulated with forskolin plus potentiator P3; % fluorescence drop versus neutral controls;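 active means mean added fluorescence quench of at least 8% versus neutral control, with both replicates also reaching 8%; inconclusive means only one of the mean or replicate conditions met; inactive means mean below 8% and not both replicates reaching 8%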;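 further: cells transiently co-express mutant CFTR-F508del with the halide-sensitive YFP; corrector assay measuring rescue of mutant channel to the surface after 24 h compound exposure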
EWS-Fli block: blocks EWS/Fli oncoprotein-driven transcription | 350,000 tested, 0.67% active | inhibition, % at 12.6 µM | A673 NR0B1-luciferase reporter, viability-normalised | AID 651661;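 active means mean inhibition of at least 50% after viability correction, with every replicate also passing that limit; inconclusive means mean reaches 50% but only one of two replicates passes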;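 further: firefly luciferase signal divided by Alamar Blue viability fluorescence both relative to DMSO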
DENV2 CPE: inhibitors of DENV2 cytopathic effect | DENV2-infected cells, cytopathic effect rescue, plate reader | CPE inhibition, % at 9.99 µM | 350,000 tested, 1.7% active | AID 651640; in the data active means CPE inhibition above about 20%, passing the limit was not always enough; inconclusive means no clear call, values can overlap the other calls; tested in BHK-21 cells;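 further: 0% = median of neutral control wells and 100% = median of positive control wells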
ERp5 block: ERp5 (human) disulfide isomerase inhibition; Q15084; ERp5 insulin aggregation, absorbance 650 nm, 90 min; inhibition, % at 9.99 µM; 350,000 tested, 0.05% active; AID 651711;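 active means mean replicate inhibition above about 25%, with every replicate also reaching it, limit read from the data, passing the limit was not always enough; inconclusive means only one of those two criteria met; inactive means neither criterion met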
Target sequence (Q15084 whole entry, looked up): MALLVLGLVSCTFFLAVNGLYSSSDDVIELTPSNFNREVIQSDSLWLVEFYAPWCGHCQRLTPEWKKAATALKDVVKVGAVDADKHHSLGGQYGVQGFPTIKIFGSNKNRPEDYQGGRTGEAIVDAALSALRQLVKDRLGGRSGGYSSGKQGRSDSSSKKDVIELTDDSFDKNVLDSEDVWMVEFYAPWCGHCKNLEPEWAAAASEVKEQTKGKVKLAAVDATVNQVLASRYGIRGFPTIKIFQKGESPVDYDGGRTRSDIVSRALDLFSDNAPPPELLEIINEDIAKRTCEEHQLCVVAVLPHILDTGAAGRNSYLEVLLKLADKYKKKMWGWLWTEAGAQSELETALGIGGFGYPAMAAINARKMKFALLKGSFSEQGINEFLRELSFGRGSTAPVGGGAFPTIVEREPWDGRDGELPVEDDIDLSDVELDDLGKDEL
ARNT-TACC3 inh: disruptors of human ARNT/TACC3 interaction | AID 623870 | AlphaScreen His-ARNT PAS-B/GST-TACC3 binding, luminescence; TACC3 fragment carries E629A point mutation | Q9Y6A5 | inhibition, % at 9.99 µM | 390,000 tested, 0.66% active;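 active means mean inhibition of replicates at least 50% and at least half of replicates each reaching 50%; inconclusive means half or more replicates reach 50% but mean below 50%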;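 further: 0% = complete ARNT plus TACC3 wells and 100% = ARNT alone without TACC3; many hits fall short of the cut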
GSIS activator: GLuc luminescence reporter in INS-1E cells, primary screen for activators of glucose-dependent secretion of insulin | INS-1E GLuc reporter insulin secretion, 2-3 h | 370,000 tested, 0.61% active | activation, % at 16.6 µM;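 active means lowest replicate activation of at least 40%, so every replicate reaches that level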;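 further: 0% = median of neutral control wells and 100% = median of IBMX positive control wells; some compounds called inactive have numbers as strong as hits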
* = called active by the depositor; ? = inconclusive; . = no result given; & = joins results of further samples.

SMILES	PAX8 inh HTS	Xi reactivation	CFTR F508del cor	EWS-Fli block	DENV2 CPE	ERp5 block	ARNT-TACC3 inh	GSIS activator
Cc1cnc(C(=O)OCC(=O)c2ccc(F)c(F)c2)cn1	1.1	0.0	2.1	8.0	.	0.2	3.4	1.3
CC(=O)COC(=O)c1cc(-c2ccc(C)cc2)nc2ccccc12	-40.5	0.2	.	-7.2	1.5	-9.2	-25.2	12.3
O=C(NCc1cccnc1)Nc1ccc2c(c1)OCO2	-12.2	0.0	5.2	-29.2	2.3	7.7	-5.7	-4.3
COc1ccc(N2CC(C(=O)Nc3nc4ccc(S(C)(=O)=O)cc4s3)CC2=O)cc1 (stereo not drawn)	-3.4	0.4	-1.1	-2.0	-2.7	-16.6	0.2	-11.3
Cc1ccc(NC(=O)CCc2ccccc2)cc1S(=O)(=O)N1CCOCC1	20.7	-0.1	-0.4	8.3	-1.3	-2.4	0.7	.
COc1c2c(c(OC)c3c1c(=O)c1ccccc1n3C)OCO2	20.5	3.2	0.8	-1.7	2.6	2.0	-2.1	5.6
C[C@H]1CN([C@@H](C)CO)S(=O)(=O)c2ccc(Br)cc2O[C@H]1CN(C)C(=O)C1CCC1	2.8&-7.8	0.0&-0.7	0.8&-4.0&-1.6	-5.2&1.5&-7.3	-2.6&-4.2	2.5&1.0	-1.8	-11.5&12.1
C[C@H](CO)N1C[C@H](C)[C@H](CN(C)C(=O)C2CCC2)Oc2ncc(-c3ccccc3F)cc2C1=O	.	-1.1	-1.2	-7.9	6.4	0.2	.	-6.8
CC(C)(C)[S@@](=O)N1Cc2cc(C(=O)N3CCc4ccccc4C3)nc(-c3cccc(-c4cccnc4)c3)c2[C@H]1CCO	-10.0	0.1	2.3	25.4	3.5	-6.1	23.9	-26.6
O=C1CN(C(=O)COc2ccccc2)CCN1	8.6	0.1	-0.3	0.5	-2.2	-1.1	-0.6	9.1

Record cards (already shown). Values in the order: PAX8 inh HTS | Xi reactivation | CFTR F508del cor | EWS-Fli block | DENV2 CPE | ERp5 block | ARNT-TACC3 inh | GSIS activator
CC(C)(C)[S@@](=O)N1Cc2cc(C(=O)N3CCc4ccccc4C3)nc(-c3cccc(-c4cccnc4)c3)c2[C@H]1CCO reads -10.0 | 0.1 | 2.3 | 25.4 | 3.5 | -6.1 | 23.9 | -26.6
O=C1CN(C(=O)COc2ccccc2)CCN1 reads 8.6 | 0.1 | -0.3 | 0.5 | -2.2 | -1.1 | -0.6 | 9.1
C[C@H](CO)N1C[C@H](C)[C@H](CN(C)C(=O)C2CCC2)Oc2ncc(-c3ccccc3F)cc2C1=O reads . | -1.1 | -1.2 | -7.9 | 6.4 | 0.2 | . | -6.8

The list continues:
SMILES	PAX8 inh HTS	Xi reactivation	CFTR F508del cor	EWS-Fli block	DENV2 CPE	ERp5 block	ARNT-TACC3 inh	GSIS activator
COC(=O)c1ccc(S(=O)(=O)N2CCN(C(c3ccccc3)c3ccccc3)CC2)n1C	17.2	-0.1	-0.9	4.2	-4.9	3.5	5.0	-1.3
CN(c1ccccc1)S(=O)(=O)c1ccc(C(=O)N2CCN(c3ccccc3F)CC2)cc1	4.4	0.1	1.1	3.3	5.9	4.5	-1.1	-33.9
CC(C)C(C)(C#N)NC(=O)CSc1ncnc2sc(-c3ccccc3)cc12 (stereo not drawn)	.	.	0.8	-11.1	-2.8	-7.0	0.6	-7.6
COc1ccc(CN(C)C[C@H]2Oc3ccc(NC(=O)NC(C)C)cc3CC(=O)N([C@H](C)CO)C[C@H]2C)cc1	-2.8	0.3	-1.3	.	-8.4	1.8	4.4	2.1
Cc1ccc(-c2cnc3c(c2)C(=O)N([C@@H](C)CO)C[C@H](C)[C@@H](CN(C)C(=O)Cc2ccccc2)O3)cc1	.	-0.3	2.6	6.2	-8.8	1.0	-1.6	-21.5
Cc1ccccc1S(=O)(=O)c1cc2ccccc2nc1N	11.8	0.2	-0.4	2.0	15.4	1.5	-25.7	-1.3
FC(F)(F)c1ccc(Cl)c(-n2c(Cc3cccs3)n[nH]c2=S)c1	25.7	0.3	-1.8	-4.2	-2.8	-5.6	10.3	40.5*
O=C(CCC(=O)N1CCOCC1)NCc1cccc(C(F)(F)F)c1	3.2	-0.2	-0.4	-2.2	-9.0	-17.2	-9.1	25.1
COCC(=O)N(C)C[C@H]1Oc2ncc(-c3ccccc3OC)cc2C(=O)N([C@H](C)CO)C[C@H]1C	.	-1.2	0.1	-18.0	15.0	9.0	.	14.5
COc1ccccc1S(=O)(=O)N1CC[C@@H]2[C@H]1c1cc(C#CC3CCCCC3)ccc1N[C@@H]2CO	.	0.0	-1.3	17.7	-13.7	.	.	10.6
CC[C@]12c3[nH]c4cc(-c5ccco5)ccc4c3CCN1C(=O)[C@@H](CC(=O)NCC13CC4CC(CC(C4)C1)C3)C[C@@H]2C(=O)N1CCN(C(=O)c2ccco2)CC1	28.0	0.0	0.3	5.2	-8.3	-0.9	2.0	10.2
COc1ccccc1-c1ccc2c(c1)O[C@@H](CN(C)CC1CCOCC1)[C@@H](C)CN([C@H](C)CO)S2(=O)=O	13.9	0.0	1.5	0.4	-2.5	1.3	-7.6	-0.4
CS(=O)(=O)N(CC(=O)N1CCN(Cc2ccccc2)CC1)c1ccc2c(c1)OCCO2	.	.	-0.3	2.1	0.4	-0.9	0.1	5.1
Cc1cc(C(=O)COc2ccc(Br)cc2F)c(C)n1CC1CCCO1 (stereo not drawn)	-49.4	0.1	3.5	-56.7	?	-2.0	.	-1.9
C/C(=N\NC(=O)CNC(=O)c1cccs1)c1ccc(Cl)c(Cl)c1	0.0	0.2	0.9	4.5	0.7	-0.8	-1.0	-24.2
O=C1CC(c2ccccc2)CC2=C1C1(CCCC1)N=C(Nc1nc3ccccc3o1)N2 (stereo not drawn)	-4.8	-0.1	3.6	-7.7	2.2	2.3	.	-16.5
Cc1ccccc1-n1nc(SCC(=O)O)sc1=S	-0.7	-0.1	-2.6	7.6	-0.2	0.0	0.4	7.1
CC(C)N1CCC(N2CCN(Cc3ccc(-c4ccccc4Cl)o3)CC2CCO)CC1 (stereo not drawn)	17.4	0.0	-0.2	11.7	-0.3	-8.2	3.1	0.0
Cc1onc(-c2ccccc2)c1C(=O)N/N=C/c1cccc(O)c1	5.4	0.0	.	7.3	4.0	-4.5	-1.7	-5.8
Cc1ccc(SCc2noc(C(=O)NCC3CCCO3)c2C(=O)O)cc1C (stereo not drawn)	5.5	0.1	0.9	1.6	14.0	-5.1	-1.2	17.6

Reprinted from the part before: 6 entries, followed by the next part.
SMILES	PAX8 inh HTS	Xi reactivation	CFTR F508del cor	EWS-Fli block	DENV2 CPE	ERp5 block	ARNT-TACC3 inh	GSIS activator
C/C(=N\NC(=O)CNC(=O)c1cccs1)c1ccc(Cl)c(Cl)c1	0.0	0.2	0.9	4.5	0.7	-0.8	-1.0	-24.2
O=C1CC(c2ccccc2)CC2=C1C1(CCCC1)N=C(Nc1nc3ccccc3o1)N2 (stereo not drawn)	-4.8	-0.1	3.6	-7.7	2.2	2.3	.	-16.5
Cc1ccccc1-n1nc(SCC(=O)O)sc1=S	-0.7	-0.1	-2.6	7.6	-0.2	0.0	0.4	7.1
CC(C)N1CCC(N2CCN(Cc3ccc(-c4ccccc4Cl)o3)CC2CCO)CC1 (stereo not drawn)	17.4	0.0	-0.2	11.7	-0.3	-8.2	3.1	0.0
Cc1onc(-c2ccccc2)c1C(=O)N/N=C/c1cccc(O)c1	5.4	0.0	.	7.3	4.0	-4.5	-1.7	-5.8
Cc1ccc(SCc2noc(C(=O)NCC3CCCO3)c2C(=O)O)cc1C (stereo not drawn)	5.5	0.1	0.9	1.6	14.0	-5.1	-1.2	17.6
CN1CCN(C(=O)C[C@H]2CC[C@@H]3[C@H](COC[C@@H](O)CN3CC3CCCC3)O2)CC1	-4.6	0.0	-0.2	.	2.7	8.7	.	9.9
O=C(O)c1cccc(NC(=O)c2ccc3c(c2)C(=O)N(c2cccc([N+](=O)[O-])c2)C3=O)c1	-10.1	0.3	0.9	-0.8	-2.3	1.3	-6.1	-9.4
CCOC(=O)C1CCN(C(=O)COC(=O)c2nc3nc(C)cc(C)n3n2)CC1	4.3	0.2	0.9	-1.6	4.5	0.3	-1.3	-8.7
CC1(C)CC(=O)C=C(c2ccc3c(c2)OCO3)C1	-31.3	0.0	0.2	-22.5	.	.	-1.8	9.0
Cc1ccccc1-c1ccc(C2[C@H]3CNC[C@@H]2N3C(=O)Nc2ccc(C(F)(F)F)cc2)cc1 (stereo partly drawn)	10.3	0.0&0.1	0.5&2.1	-11.1	1.3&0.5	9.6&12.9	.	1.3&-20.8
COc1ccc(S(=O)(=O)N(C)C[C@@H]2Oc3c(NC(=O)C4CCCCC4)cccc3C(=O)N([C@@H](C)CO)C[C@@H]2C)cc1	2.7	9.1	-0.7	4.4	.	.	.	-18.0
O=C1C=C(c2ccc(F)c(Cl)c2)C[C@@H](c2ccc(F)cc2)C1	-23.8	-0.1	5.7	-11.6	23.3*	1.2	-0.2	-6.8
CCOc1ccc(Nc2ccc(N3C(=O)CCC3=O)cc2[N+](=O)[O-])cc1	-7.2	-0.1	0.8	-0.7	15.9	0.8	-1.7	17.8
COc1ccccc1OCCNC(=O)C1CC(=O)N(Cc2ccccc2)C1 (stereo not drawn)	10.4	-0.1	-0.6	-0.6	12.0	-1.8	4.2	-3.3
CCC(CC)NC(=O)Nc1ccccc1C	0.9	0.5	-2.1	4.9	-4.9	4.7	-7.1	-2.2
C[C@@H]1CN([C@H](C)CO)C(=O)c2cccc(NC(=O)c3ccc(-c4nccs4)cc3)c2O[C@H]1CN(C)CC1CC1	.	-0.5	1.6	13.1	-0.4	3.6	-5.4	-12.9
CCC[C@H]1CN(c2ccc(OC)cc2)C(=O)[C@@H]1CC(=O)NC	2.0	0.0	-1.9	4.3	?	0.0	.	10.3
C[C@H](CO)N1C[C@H](C)[C@H](CN(C)C(=O)Nc2ccccc2)Oc2ccc(NC(=O)Nc3cccc4ccccc34)cc2C1=O	2.0	-0.8	0.8	11.5	-0.6	0.2	-1.4	-18.9
COc1ccc(C(=O)Nc2ccc3c(c2)OC[C@H](C)NC[C@H](C)[C@H](OC)CN(C)C3=O)cc1	.	-0.3	-1.7	0.9	-1.7	-9.3	-3.3	-2.1
CNC[C@H]1Oc2ccc(NS(=O)(=O)c3ccc(Cl)cc3)cc2C(=O)N([C@H](C)CO)C[C@H]1C	-25.7	-1.1	1.5	-2.5	28.4*	-0.3	5.0	5.5
COC(=O)C[C@@H]1C=C[C@@H](NC(=O)Nc2cccc(F)c2)[C@@H](CO)O1	-22.8	0.1	0.5	-3.6	0.9	-2.8	.	0.3
Cn1ncc2c(NNC(=O)c3ccc(Cl)c(Cl)c3)ncnc21	-1.1	0.0	.	.	.	.	0.1	0.5
CCOc1ccc2[nH]c(=O)c(CN(CCN3CCOCC3)Cc3nnnn3C(C)(C)CC)cc2c1	.	.	.	.	1.7	1.6	4.5	9.3
